Assay outcomes (PubChem BioAssay)
D2 potentiator: positive allosteric modulators of human D2 dopamine receptor; HEK293 T-REx D2, calcium flux, EC20 dopamine potentiation; potentiation, % at 10 µM; hit rate 0.34% among 340,000; AID 485347;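 active = potentiation over 3 SD above the plate norm, cut at about 30% in these data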; note: 0% is about no effect
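Using a no-wash calcium dye in inducible, force-coupled HEK293 Trex cells expressing D2, we tracked fluorescence each second for 180 s after compound, then for 180 s after EC20 dopamine to detect augmented signalling.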
D2 ag: activates the human D2 dopamine receptor | P14416 | HEK293 T-REx D2 cells, calcium flux agonist mode | activation, % at 2 µM | hit rate 0.53% among 340,000 | AID 485358;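 active = activation over 3 SD above normal in the single-dose calcium agonist read, cut at about 30% in these data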; note: 0% is about no effect
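Agonism is scored from calcium flux in a force-coupled, inducible HEK293 cell line expressing D2, read kinetically for 180 s after compound addition against dopamine controls.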
TRHR ag: activates the human TRH receptor; P34981; TRHR cells, calcium flux fluo-8, FDSS agonist mode; activation, % at 2 µM; hit rate 0.18% among 360,000; note: 0% is about no effect
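In this calcium-flux screen, cells bearing human TRHR are dye-loaded with fluo-8, baselined for 10 cycles, then exposed to library compounds; positive kinetic calcium responses during the agonist phase mark hits, with TRH as control.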
TRHR enhancer: allosteric enhancers of human TRH receptor. hit rate 0.66% among 360,000. TRHR cells, fluo-8 calcium fluorescence, EC20 TRH enhancement. P34981. enhancement, % at 2 µM; in the data active = enhancement above about 30%; note: 0% is about no effect
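Enhancer read-out: after compound pinning and an initial kinetic agonist-mode read, an EC20 of TRH (10 nM final) was injected and fluo-8 calcium signal (Ex 480/Em 530) followed at 1 s/cycle for 100 cycles in TRHR-expressing cells.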
RXFP1 antagonist: blocks the human relaxin receptor RXFP1. activity change, negative = inhibition, % at 57.5 µM. HEK293-RXFP1, relaxin-stimulated cAMP HTRF, 30 min; active compounds read low. hit rate 0.59% among 350,000. Q9HBX9;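 active = activity change of -60% or lower, but not beyond a set lower limit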; note: % is set by controls: 0 for no effect and ±100 for the full control effect
Target sequence (Q9HBX9 whole entry, looked up): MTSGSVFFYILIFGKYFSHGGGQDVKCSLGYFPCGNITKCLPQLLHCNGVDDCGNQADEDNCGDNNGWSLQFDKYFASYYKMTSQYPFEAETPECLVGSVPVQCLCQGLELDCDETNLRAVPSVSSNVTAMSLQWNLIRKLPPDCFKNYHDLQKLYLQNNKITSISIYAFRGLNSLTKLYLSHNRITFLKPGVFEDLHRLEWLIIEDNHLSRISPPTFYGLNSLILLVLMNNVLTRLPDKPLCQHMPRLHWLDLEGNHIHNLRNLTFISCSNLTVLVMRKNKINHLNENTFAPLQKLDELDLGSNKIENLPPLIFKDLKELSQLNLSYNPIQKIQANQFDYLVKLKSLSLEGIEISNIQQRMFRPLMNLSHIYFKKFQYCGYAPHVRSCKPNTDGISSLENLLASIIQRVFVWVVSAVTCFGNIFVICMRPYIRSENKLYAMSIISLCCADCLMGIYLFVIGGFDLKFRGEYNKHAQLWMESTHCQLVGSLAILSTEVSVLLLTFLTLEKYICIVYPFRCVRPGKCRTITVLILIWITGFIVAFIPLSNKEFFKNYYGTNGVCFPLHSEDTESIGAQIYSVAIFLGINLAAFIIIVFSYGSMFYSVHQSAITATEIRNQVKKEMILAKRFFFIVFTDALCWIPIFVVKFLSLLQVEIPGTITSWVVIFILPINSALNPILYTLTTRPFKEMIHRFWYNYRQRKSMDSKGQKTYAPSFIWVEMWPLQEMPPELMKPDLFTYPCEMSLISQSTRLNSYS
D1 ag: agonists of human D1 dopamine receptor; P21728; HEK293 T-REx D1 cells, calcium flux, agonist mode; activation, % at 2 µM; hit rate 1% among 360,000; note: 0% is about no effect
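Agonism was scored from calcium flux recorded over 180 s (1 read/s) after pintool compound addition, following a 10-cycle baseline. Cells were inducible force-coupled HEK293 TREx D1, plated overnight at 30 C and loaded with no-wash calcium dye.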
D1 antag: blocks dopamine activation of the human D1 receptor; P21728; HEK293 TREx D1 cells, calcium flux, dopamine EC80; active compounds read low; activity change, negative = inhibition, % at 10 µM; hit rate 3.2% among 360,000; AID 504652; in the data active = activity change below about -30%; note: % is set by controls: 0 for no effect and ±100 for the full control effect
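Calcium flux readout: force-coupled, inducible Hek293 Trex D1 line, cells induced overnight at 30 C with tetracycline, dye-loaded 30–90 min at RT. Antagonism scored against EC80 dopamine challenge given 180 s after compound.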
D1 potentiator: potentiators of human D1 dopamine receptor | P21728 | HEK293 TREx D1 cells, calcium flux, dopamine EC20 potentiation | potentiation, % at 10 µM | hit rate 0.036% among 360,000; in the data active = potentiation above about 30%; note: 0% is about no effect
D2 antag: D2 dopamine receptor (human) antagonism | AID 485344 | HEK293 TREx D2 cells, calcium flux, dopamine EC80 | P14416 | hit rate 2% among 340,000 | inhibition, % at 10 µM; in the data active = inhibition above about 30%; note: 0% is about no effect
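Inhibition of EC80 dopamine-driven calcium flux, recorded kinetically, defines activity here; cells are a tetracycline-induced HEK293 T-REx line expressing force-coupled D2.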
* marks the source's active call; other numbers are inactive results; / = no result given. Cut-off read from the data, not from the text of the source, unless noted: active = activation above about 30%; inactive = the rest.

SMILES	D2 potentiator	D2 ag	TRHR ag	TRHR enhancer	RXFP1 antagonist	D1 ag	D1 antag	D1 potentiator	D2 antag
Cc1c(C)c2ccc(OCC(=O)N3CC[C@@]4(O)CCCC[C@H]4C3)cc2oc1=O	16	0.1	0.4	5	/	2	-11	1	-10
Cn1nccc1C(=O)N1CCN(c2cccc(C(F)(F)F)c2)CC1	-10	0.6	1.0	-5	6	3	12	-10	18
CC(=O)Nc1ccc(S(=O)(=O)N2CCC(C(=O)c3ccc(F)cc3)CC2)cc1	1	0.9	-0.1	7	-16	4	-7	-9	-2
O=C(O)C(=O)/C(=C\c1ccccc1)c1ccc2ccccc2n1	-7	0.3	2.7	4	-4	8	-6	1	-7
CC(C)CCNC(=O)C(=O)NCCC1=CCCCC1	7	-0.4	-0.1	0	-5	2	-47*	-3	-1
Cn1c(=O)c2c(ncn2CC(=O)NCc2cccnc2)n(C)c1=O	-6	3.5	0.1	-1	-8	0	-9	0	2
CC1(NC(=O)c2ccccc2)CCN(CCCc2ccccc2)C1=O (stereo not drawn)	5	0.5	0.3	-5	/	-1	/	2	5
O=c1c2sc3nc(N4CCOCC4)c4c(c3c2nnn1Cc1ccccc1)CCCC4	-2	0.9	1.9	3	-6	3	14	-2	7
COc1ccc(CP(=O)(c2ccccc2)c2ccccc2)cc1	-5	2.6	0.1	0	8	-3	4	-3	2
O=C(c1ccc(F)cc1)c1ccc(-c2ccc(F)cc2)nc1	-6	0.3	-0.1	4	9	6	-10	-6	-1
CN(C)CCCNc1oc(-c2ccccc2Cl)nc1S(=O)(=O)c1ccc(F)cc1	-20	1.6	1.9	57*	-8	15	-15	-6	34*
CC(C(=O)N1CCOCCOCCOCCOCCOCC1)N1C(=O)c2ccccc2C1=O (stereo not drawn)	10	-0.4	0.4	1	-17	5	5	-1	7
COc1ccc(NC(=O)CCC2COc3ccccc3O2)c(OC)c1 (stereo not drawn)	-3	-0.1	-0.1	-3	-9	2	-1	-7	12
CCOc1cc(Br)c(C(=O)O)cc1OCC	-2	0.4	-0.1	-1	5	0	11	-5	2
O=C(NC(=S)NCC1CCCO1)c1ccccc1Br (stereo not drawn)	9	-0.4	0.1	1	-7	2	19	1	-8
COc1ccc(C(=O)NC2CCN(S(=O)(=O)c3ccc(C)cc3)CC2)cc1	7	2.1	0.9	2	2	-1	-4	-2	-15
CCOC(=O)C1CCCN(C(=O)c2ccc(NC(=O)CC3SC(N4CCCC4)=NC3=O)cc2)C1 (stereo not drawn)	0	-0.8	0.0	-1	5	4	19	9	-2
Cc1ccc(S(=O)(=O)N2CCN(C3CC4CCC3C4)CC2)cc1 (stereo not drawn)	2	-1.3	-1.4	-2	-34	2	-9	-4	2
CCc1cccc(NC(=O)CSc2nnc(-c3cc4occc4n3C)n2-c2ccccc2C)c1	3	0.4	0.3	-4	-5	2	11	-1	/
COc1ccc(CCNC(=O)c2ccco2)cc1	-6	0.1	0.9	0	-5	3	13	-3	-22
CCOc1cc(S(=O)(=O)N2CCN=C2Cc2ccccc2)ccc1F	-4	-0.6	-1.1	-1	-3	3	-5	-3	-19
COc1ccc(-c2nc(SCC(=O)NCC3CCCO3)c(-c3ccc(C)cc3)[nH]2)cc1OC (stereo not drawn)	-18	-0.1	-1.4	0	-17	2	-7	1	/
CCc1nc(-c2cc(S(=O)(=O)N3CCN(c4ccc(OC)cc4)CC3)ccc2OC)no1	0	0.3	0.1	-5	1	5	-59*	-1	/
COCCNS(=O)(=O)c1ccc2c(c1)n(C)c(=O)n2C	/	/	0.5	0	9	0	4	-8	/
Cc1ccc(-c2nnc(SCC(=O)Nc3cccc(C(=O)N4CCOCC4)c3)n2C)cc1	6	-0.1	-0.6	-1	-8	1	-21	1	16
COc1cccc(CSc2nnc(-c3ccncc3)n2N)c1	-4	1.0	-0.3	6	2	0	-4	0	-5
FC(F)(F)c1ccccc1CNCc1ccncc1	-1	0.4	0.3	3	1	5	-20	8	9
Cc1ccc(NC(=O)CSc2nc(NS(=O)(=O)c3ccc(C)cc3)cc(=O)[nH]2)cc1	-7	0.3	-0.9	21	30	0	-6	5	8
Cc1ccc(C(=O)c2oc3ccccc3c2NC(=O)Cc2coc3c(C)c(C)ccc23)cc1	-9	0.3	0.8	5	-2	2	-1	2	/
O=C(NCCc1ccccc1)C(=O)NCC1OCCN1S(=O)(=O)c1ccc(Br)cc1 (stereo not drawn)	-2	-0.1	1.3	2	6	3	-4	15	31*
COc1ccc(OC)c(CCNC(=O)c2nn(C)c3c2CS(=O)(=O)c2ccccc2-3)c1	18	-0.2	-0.5	-5	-3	5	0	5	-9
COc1cc2[nH]c(=O)c(C(=O)NCc3ccccc3Cl)c(O)c2cc1OC	7	-0.2	-0.5	-7	-2	3	-6	-4	6
COc1ccc(CC(=O)NCC2CCCN(Cc3ccc(OC)cc3F)C2)cc1 (stereo not drawn)	-5	-0.4	-0.4	-26	-1	4	19	4	-4
COCCn1c(N)c(Sc2ccc([N+](=O)[O-])cc2)c(=O)[nH]c1=O	/	/	0.7	0	0	-1	/	-3	/
COc1ccc(Nc2oc(/C=C/c3ccccc3OC)nc2C#N)cc1	3	-1.3	-1.4	-1	-1	0	1	5	/
CC1CCN(C(C(=O)NC2CCCCC2)c2cc3c(cc2[N+](=O)[O-])OCO3)CC1 (stereo not drawn)	8	1.4	0.3	-1	-2	1	-5	2	0
Nc1ccccc1-c1nnc(SCc2ccccc2F)[nH]c1=O	1	1.0	0.6	16	-14	1	22	-3	-11
CN(Cc1nc(-c2ccc(Cl)cc2)no1)C(=O)CCN1C(=O)[C@H]2CC=CC[C@H]2C1=O	-5	0.5	0.4	-10	0	2	-7	-3	4
O=C(CS(=O)(=O)c1ccc(F)cc1)N1CCN(c2ccccc2)CC1	-8	2.3	0.1	1	-23	2	-15	-1	-19
Cc1ccccc1/C=N/Nc1nc2ccccc2[nH]1	-3	-0.7	0.1	-2	-12	-1	5	-9	-5

Four of the entries above in order of their number in D2 potentiator, descending.
| Molecule | D2 potentiator | TRHR ag | TRHR enhancer | RXFP1 antagonist | D1 ag | D1 antag | D1 potentiator | D2 antag |
| --- | --- | --- | --- | --- | --- | --- | --- | --- |
| COc1ccc(OC)c(CCNC(=O)c2nn(C)c3c2CS(=O)(=O)c2ccccc2-3)c1 | 18 | -0.5 | -5 | -3 | 5 | 0 | 5 | -9 |
| Cc1ccc(-c2nnc(SCC(=O)Nc3cccc(C(=O)N4CCOCC4)c3)n2C)cc1 | 6 | -0.6 | -1 | -8 | 1 | -21 | 1 | 16 |
| FC(F)(F)c1ccccc1CNCc1ccncc1 | -1 | 0.3 | 3 | 1 | 5 | -20 | 8 | 9 |
| COc1cccc(CSc2nnc(-c3ccncc3)n2N)c1 | -4 | -0.3 | 6 | 2 | 0 | -4 | 0 | -5 |

Remaining list, next part.
SMILES	D2 potentiator	D2 ag	TRHR ag	TRHR enhancer	RXFP1 antagonist	D1 ag	D1 antag	D1 potentiator	D2 antag
CCOC(=O)NC(=O)c1cn(CCNCCO)c(=O)[nH]c1=O	-4	0.3	0.7	-2	-35	2	8	2	6
Cc1cccc(NC(=S)N2CCN(S(C)(=O)=O)CC2)c1	4	0.5	1.2	4	4	0	5	-1	-2
O=S(=O)(c1ccccc1)N1CCN(CC(O)COc2ccc3c(c2)CCC3)CC1 (stereo not drawn)	-5	0.2	-0.3	1	1	6	-8	-1	6
C(=N\Nc1nc2ccccc2[nH]1)/c1ccncc1	7	0.7	0.2	4	3	4	-3	-2	-2
Cc1ccc(-c2n[nH]c3c2C(c2cccs2)N(c2ccc(Cl)cc2)C3=O)cc1 (stereo not drawn)	-9	0.6	3.6	-7	/	16	9	3	/
Cc1cc(NC(=O)CSc2nc3sc(C)c(C)c3c(=O)n2C2CCCC2)no1	-2	-0.3	0.1	2	-22	1	11	0	3
COc1ccccc1C(CNC(=O)COc1cc(C)ccc1Cl)N1CCCC1 (stereo not drawn)	6	-0.8	-0.4	-2	0	2	30	-5	-7
CCC[N+](CC#Cc1ccccc1)(CCC)CC(=O)c1ccc(Cl)cc1	7	1.1	1.2	3	1	0	2	-3	7
Cc1ccc(S(=O)(=O)NCCOC(=O)Nc2sc(=S)n(C)c2C)cc1	-3	-0.2	0.4	15	-11	7	-5	-8	10
COc1ccc(CNC(=O)c2cc(-c3ccc(OC)cc3)nc3n[nH]c(-c4cccc([N+](=O)[O-])c4)c23)cc1	5	0.0	-0.1	0	-16	1	15	-4	/
O=S(=O)(c1cccc(S(=O)(=O)N2CCCC2)c1)N1CCCCC1	5	0.2	0.3	-1	15	2	-1	4	1
COc1ccc(C(=O)Nc2ccccc2Cc2ccccc2)c(OC)c1	4	0.1	0.6	-3	-2	6	-10	-4	16
Cc1cc(C)c(Cn2c(=O)n(CCCCCC(=O)NCc3ccc4c(c3)OCO4)c(=O)c3sccc32)c(C)c1	-1	/	-0.7	6	-3	-2	-2	2	/
Cc1ccc(CNC(=O)CCCCCNC(=O)N2CCn3c2nc2ccccc23)cc1	-8	-0.3	-0.5	0	-3	4	-22	-9	8
O=C(Nc1ccccc1)c1cnc(N2CCCCC2)c2ccccc12	9	-0.4	0.4	0	-68*	0	10	-2	/
N/C(CC(=O)NCCOc1ccccc1)=N\O	-3	1.4	0.5	-5	11	2	1	-1	-18

Sorted by molecular weight (smallest number first): seven of the compounds above
SMILES	D2 potentiator	D2 ag	TRHR ag	TRHR enhancer	RXFP1 antagonist	D1 ag	D1 antag	D1 potentiator	D2 antag
C(=N\Nc1nc2ccccc2[nH]1)/c1ccncc1	7	0.7	0.2	4	3	4	-3	-2	-2
O=C(Nc1ccccc1)c1cnc(N2CCCCC2)c2ccccc12	9	-0.4	0.4	0	-68*	0	10	-2	/
COc1ccc(C(=O)Nc2ccccc2Cc2ccccc2)c(OC)c1	4	0.1	0.6	-3	-2	6	-10	-4	16
CCC[N+](CC#Cc1ccccc1)(CCC)CC(=O)c1ccc(Cl)cc1	7	1.1	1.2	3	1	0	2	-3	7
COc1ccccc1C(CNC(=O)COc1cc(C)ccc1Cl)N1CCCC1 (stereo not drawn)	6	-0.8	-0.4	-2	0	2	30	-5	-7
Cc1ccc(CNC(=O)CCCCCNC(=O)N2CCn3c2nc2ccccc23)cc1	-8	-0.3	-0.5	0	-3	4	-22	-9	8
Cc1cc(C)c(Cn2c(=O)n(CCCCCC(=O)NCc3ccc4c(c3)OCO4)c(=O)c3sccc32)c(C)c1	-1	/	-0.7	6	-3	-2	-2	2	/

Reformatted with two lines to a compound: part of the list above.
Every second line gives: D2 potentiator, D2 ag, TRHR ag, TRHR enhancer, RXFP1 antagonist, D1 ag, D1 antag, D1 potentiator, D2 antag
C(=N\Nc1nc2ccccc2[nH]1)/c1ccncc1
→ 7, 0.7, 0.2, 4, 3, 4, -3, -2, -2
COc1ccccc1C(CNC(=O)COc1cc(C)ccc1Cl)N1CCCC1 (stereo not drawn)
→ 6, -0.8, -0.4, -2, 0, 2, 30, -5, -7
